# Screens from PubChem.
# RSV antiviral HEp-2 – RSV antiviral activity via CPE protection, HEp-2 cells, primary 10 µM value included (AID 2391); HEp-2 cells, RSV-induced CPE inhibition; higher % means a stronger effect; CPE inhibition, % at 10 µM, or IC50 in µM where a hit was titrated; 0.13% of 310,000 active; in the data active = a potency from the dose series; inconclusive = CPE inhibition mostly from about 23% at the one dose, without a potency; inactive = the rest, 99 in 100 with CPE inhibition below about 21%; note: strong numbers were not always called active
# UTI89 phage lysis – inhibition of K1F phage lysis, E. coli UTI89, bacterial capsule biogenesis inhibitors, alamar blue (AID 488966); inhibition, % at 100 µM, or IC50 in µM where a hit was titrated; 0.02% of 340,000 active; E. coli UTI89 K1F phage lysis, alamar blue, 2 h; higher % means a stronger effect;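 active = phage lysis inhibition, versus mean bacterial control, above a set limit; inconclusive = no clear call, values can overlap the other calls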;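 note: capsule biogenesis inhibitors block K1F phage lysis so surviving cells raise fluorescence; higher fluorescence means more inhibition of phage lysis; actives were called in the ten point dose series up to 300 µM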
# T cell HTS – modulators of CD8 T cell-vesicle binding, primary screen, mouse 2C CD8+ T cells, flow cytometry. 2C CD8+ T cell-vesicle binding; stronger effect = lower value. calls only at 7 µM. 0.068% of 330,000 active. AID 2052, 2009;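 active = response, share of CD8 T cells binding vesicles, and their 90th percentile fluorescence all below set limits, cut at about 80% in these data, passing the limit was not always enough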
#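 Assay system – 2C mouse CD8+ T cells · Also added – QL9-loaded Drosophila micro-vesicles · Timing – Cell–vesicle co-incubation 1.5 h at 37 °C, staining 20 min on ice · Signal – flow cytometry of vesicle-bound cells · Measure – percent CD8+ FL2 mean versus row control · Controls – Peptide-free naked vesicles (low) and QL9 vesicles with 0.7% DMSO vehicle (high)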
# T cell HTS vesicle-bound % – also measured in T cell HTS; calls as there; double positive events, %; measured here: CD8+ vesicle-bound cell fraction;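 binding gate set so that unloaded-vesicle control wells show 10% double positive cells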
# * = called active by the depositor; i = inactive; u = inconclusive; [ ] = dose if it differs, or a comment. These rows are one share of the data, so the mix of outcomes need not match the whole.
SMILES,RSV antiviral HEp-2,UTI89 phage lysis,T cell HTS,T cell HTS vesicle-bound %
COc1ccc(C(CNC(=O)c2ccc(OCc3ccccc3)cc2)N2CCOCC2)cc1 (stereo not given),0.4%,1.5%[50 µM],i,35
Cc1nc(Cc2nnc(SC(C)C(=O)N3c4ccccc4NC(=O)C3(C)C)o2)cs1 (stereo not given),0.8%,0.6%[50 µM],i,44
COC(=O)C1CCN(C(=O)COc2ccc(N(C)S(=O)(=O)c3ccc(C)cc3)cc2)CC1,4.6%,0.6%[50 µM],i,34
O=[N+]([O-])c1ccc(N/N=C/C=C/c2ccco2)cc1,u,-1.9%,i,17
Cc1ccc(C)c(S(=O)(=O)N2CCCC2CNC(=O)C(=O)NCCN2CCOCC2)c1 (stereo not given),0.6%,1.4%[50 µM],i,50
N#Cc1ccsc1NC(=O)COC(=O)C1=NNC(=O)CC1,0.2%,0.8%[50 µM],i,30
O=C(COC(=O)c1cc(=O)[nH]c2ccccc12)Nc1ccc(Cl)cn1,0.8%,0.8%[50 µM],i,53
O=C(COC(=O)CNC(=O)c1ccc(Cl)cc1Cl)NNC(=O)c1ccccc1,0.6%,0.6%[50 µM],i,38
CCN(CC)S(=O)(=O)c1ccc(N2CCCC2)c(NC(=O)C2CSC3(C)CCC(=O)N23)c1 (stereo not given),3.0%,0.9%[50 µM],i,26
COc1cc(/C=C/C(=O)OCC(=O)NCC2CCCCC2)ccc1O,1.4%,0.0%[50 µM],i,25
COc1ccccc1C(=O)NCCC(=O)N(C)CC(=O)Nc1c(Cl)cccc1Cl,1.0%,0.7%[50 µM],i,48
CSc1ccc(Cl)c(C(=O)N2CCN(c3ncccn3)CC2)c1,2.2%,0.6%[50 µM],i,44

# Whole records, looked up by structure. Order of values: RSV antiviral HEp-2, UTI89 phage lysis, T cell HTS, T cell HTS vesicle-bound %
# O=[N+]([O-])c1ccc(N/N=C/C=C/c2ccco2)cc1 across the screens: u, -1.9%, i, 17
# Cc1nc(Cc2nnc(SC(C)C(=O)N3c4ccccc4NC(=O)C3(C)C)o2)cs1 (stereo not given) across the screens: 0.8%, 0.6%[50 µM], i, 44
# COc1ccc(C(CNC(=O)c2ccc(OCc3ccccc3)cc2)N2CCOCC2)cc1 (stereo not given) across the screens: 0.4%, 1.5%[50 µM], i, 35
# COC(=O)C1CCN(C(=O)COc2ccc(N(C)S(=O)(=O)c3ccc(C)cc3)cc2)CC1 across the screens: 4.6%, 0.6%[50 µM], i, 34
# O=C(COC(=O)c1cc(=O)[nH]c2ccccc12)Nc1ccc(Cl)cn1 across the screens: 0.8%, 0.8%[50 µM], i, 53

# More records follow:
SMILES,RSV antiviral HEp-2,UTI89 phage lysis,T cell HTS,T cell HTS vesicle-bound %
CCCCNC(=O)COn1nnc2ccc(S(=O)(=O)N3CCOCC3)cc21,-1.1%,-0.9%,i,61
COc1ccccc1NC(=O)C(C)OC(=O)C1COc2ccccc2O1 (stereo not given),0.6%,-0.1%,i,11
COc1ccc(NC(=O)CN(C)C(=O)c2ccc(COc3ccccc3)cc2)cc1,1.9%,0.6%[50 µM],i,20
Cc1sc2ncnc(SCC(=O)N3CCCC(C(N)=O)C3)c2c1C (stereo not given),2.0%,2.0%[50 µM],i,26
Cc1cc(C(=O)NNC(=O)c2cccc([N+](=O)[O-])c2)n[nH]1,1.2%,0.5%[50 µM],i,35
COc1ccc(CNC(=O)C2CCCC2)cc1,0.9%,0.7%,i,24
CCc1ccc(NC(=O)C(=O)NCC2CCCN2S(=O)(=O)c2cccs2)cc1 (stereo not given),7.1%,1.3%[50 µM],i,48
COc1ccc2c(c1)C(=O)Nc1cc(Cl)ccc1N2,2.8%,1.2%,i,30
CC(OC(=O)c1cccc(S(=O)(=O)N2CCCC2)c1)C(=O)NC1CCCCC1C (stereo not given),-0.1%,0.7%[50 µM],i,13
CCN(CC(=O)Nc1cc(Cl)ccc1C)C(=O)Cc1sc(C)nc1-c1ccc(F)cc1,-0.9%,-0.8%[50 µM],i,58
COc1ccc(C(=O)NCC(c2ccco2)N2CCc3ccccc32)cc1 (stereo not given),5.0%,0.2%[50 µM],i,25
CC(C)N(C(=O)CN1CCN(S(=O)(=O)c2ccc(Br)s2)CC1)C(C)C,1.6%,-0.1%[50 µM],i,26

# Among those listed so far, five have two or more sulfur atoms:
SMILES,RSV antiviral HEp-2,UTI89 phage lysis,T cell HTS,T cell HTS vesicle-bound %
Cc1nc(Cc2nnc(SC(C)C(=O)N3c4ccccc4NC(=O)C3(C)C)o2)cs1 (stereo not given),0.8%,0.6%[50 µM],i,44
CCN(CC)S(=O)(=O)c1ccc(N2CCCC2)c(NC(=O)C2CSC3(C)CCC(=O)N23)c1 (stereo not given),3.0%,0.9%[50 µM],i,26
Cc1sc2ncnc(SCC(=O)N3CCCC(C(N)=O)C3)c2c1C (stereo not given),2.0%,2.0%[50 µM],i,26
CCc1ccc(NC(=O)C(=O)NCC2CCCN2S(=O)(=O)c2cccs2)cc1 (stereo not given),7.1%,1.3%[50 µM],i,48
CC(C)N(C(=O)CN1CCN(S(=O)(=O)c2ccc(Br)s2)CC1)C(C)C,1.6%,-0.1%[50 µM],i,26

# The results go on.
SMILES,RSV antiviral HEp-2,UTI89 phage lysis,T cell HTS,T cell HTS vesicle-bound %
COc1ccc(CCNC(=O)COC(=O)c2ccc([N+](=O)[O-])o2)cc1,1.5%,-0.9%[50 µM],i,56
N#Cc1ccc(C(=O)OCC(=O)NC(=O)NC2CCCCC2)cc1,1.2%,0.1%[50 µM],i,20
COc1ccccc1NC(=O)c1ccc(NC(=O)c2nc3nccc(C)n3n2)cc1,-0.1%,0.2%[50 µM],i,50
COc1ccccc1C(CNC(=O)c1ccc(-c2ccccc2Cl)o1)N1CCCC1 (stereo not given),-2.2%,1.6%[50 µM],i,58
O=C(COC(=O)c1ccc(Cl)nc1)NNC(=O)c1ccc(Cl)cc1,-1.4%,0.1%[50 µM],i,27
CC(C)OCc1ccc(C(=O)N2CCN(S(=O)(=O)c3ccc(Br)s3)CC2)cc1,3.1%,-0.2%[50 µM],i,26
CCn1c(SCC(=O)N(C)CC(=O)Nc2ccc(OC)cc2)nnc1-c1ccco1,-1.0%,0.8%[50 µM],i,54
CCOc1cc(N2CCOCC2)c(OCC)cc1NC(=O)CN1C(=O)N(C)C2(CCCCC2)C1=O,0.5%,0.6%[50 µM],i,40
Cc1ccc(S(=O)(=O)N2CCCCC2)cc1C(=O)NCCC1=CCCCC1,3.3%,0.0%[50 µM],i,17
N#Cc1ccc(CN2CCN(CC(=O)Nc3ccccc3C(=O)NC3CC3)CC2)cc1,-0.1%,1.4%[50 µM],i,42
COc1cccc(/C=C/C(=O)OCC(=O)NC2CC2)c1,-0.2%,1.7%[50 µM],i,40
Cc1noc(C)c1-c1ccc2ncnc(NC(C)c3ccco3)c2c1 (stereo not given),-0.9%,-0.4%,i,73

# Structures listed so far that contain an aryl thioether with sulfur outside any ring, in the order listed:
SMILES,RSV antiviral HEp-2,UTI89 phage lysis,T cell HTS,T cell HTS vesicle-bound %
Cc1nc(Cc2nnc(SC(C)C(=O)N3c4ccccc4NC(=O)C3(C)C)o2)cs1 (stereo not given),0.8%,0.6%[50 µM],i,44
CSc1ccc(Cl)c(C(=O)N2CCN(c3ncccn3)CC2)c1,2.2%,0.6%[50 µM],i,44
Cc1sc2ncnc(SCC(=O)N3CCCC(C(N)=O)C3)c2c1C (stereo not given),2.0%,2.0%[50 µM],i,26
CCn1c(SCC(=O)N(C)CC(=O)Nc2ccc(OC)cc2)nnc1-c1ccco1,-1.0%,0.8%[50 µM],i,54

# (more compounds)
SMILES,RSV antiviral HEp-2,UTI89 phage lysis,T cell HTS,T cell HTS vesicle-bound %
CC(=O)c1nn(-c2ccc(C)cc2)cc1C(=O)c1cccc(Br)c1,0.6%,4.4%,i,11
N#Cc1cccc(C(=O)OCC(=O)NC(=O)NC2CCCCC2)c1,-2.0%,1.6%[50 µM],i,18
Brc1ccc(-c2ccccc2)cc1,2.8%,1.3%,i,20
C=CCn1c(C)cc(C(=O)COC(=O)/C=C/c2c(C)nn(C3CCS(=O)(=O)C3)c2Cl)c1C (stereo not given),6.7%,2.3%[50 µM],i,26
O=Cc1ccc(C(=O)O)cc1,-0.2%,-0.9%,i,32
CN1CCC(N(C)C(=O)c2ccc(Cl)c(S(=O)(=O)Nc3cc(Cl)ccc3Cl)c2)CC1,0.2%,0.4%[50 µM],i,35
CCc1cc(Cn2nc(-c3ccccc3)cc2C(=O)O)on1,0.1%,-2.9%,i,12
CC(C)n1nc(C(=O)Nc2ccc3c(c2)OCO3)c2ccccc2c1=O,2.1%,1.4%[50 µM],i,36
O=C(CCCCO)c1ccc(O)c(Cl)c1,4.6%,0.5%,i,33
CC(OC(=O)C1CCN(c2ccc(C(F)(F)F)cn2)CC1)C(=O)Nc1cccc([N+](=O)[O-])c1 (stereo not given),3.4%,0.0%[50 µM],i,19
CC(C)(C)C1CCC(C(=O)Nc2ccc(N3CCOCC3)cc2N2CCOCC2)CC1 (stereo not given),-0.4%,-0.3%[50 µM],i,28
Cc1cccc(NC(=O)CNC(=O)c2ccc3c(c2)OCO3)n1,-0.5%,-0.1%[50 µM],i,47
